Screening data as filed in PubChem.
RmlC RmlD mix = inhibitors of RmlC and RmlD coupled enzymes | AID 1532 | RmlC/RmlD coupled enzyme inhibition, 384-well mixture HTS | 110,000 tested, 0.39% active | inhibition, % at 5.5 µM; in the data active means inhibition above about 30%, passing the limit was not always enough; inconclusive means no clear call, values can overlap the other calls; further: strong numbers were not always called active
RT RNaseH block = inhibitors of HIV-1 reverse transcriptase RNase H; P04585; 65,000 tested, 1.9% active; RT-RNase H RNA/DNA duplex cleavage, fluorescence; inhibition, % at 10 µM; AID 565; in the data active means inhibition above about 50%
The depositor's hits bear a star; ? = inconclusive; · = not tested or not shown. An excerpt, so the mix of outcomes need not match the whole.

SMILES	RmlC RmlD mix	RT RNaseH block
CCCc1ccc(-c2cc(C(=O)NN3CCOCC3)c3ccccc3n2)cc1	-5	·
Cc1cccc(C(=O)O/N=C2/CC3CCC2(C)C3(C)C)c1 (centres undefined)	-15	·
N#C/C(=C1\CCCN1)c1nc(-c2ccccc2)cs1	-10	-34
CC(=O)NCCOc1cccc2ccccc12	6	-12
CCOC(=O)C(NC(C)=O)C(OC(C)=O)c1cccc(N(CCCl)CCCl)c1 (centres undefined)	4	·
COc1ccc(C2=NN(C(=O)c3cccc([N+](=O)[O-])c3)C(c3cccc([N+](=O)[O-])c3)C2)cc1 (centres undefined)	6	·
CN1C(=O)CC(C(=O)O)SC1=Nc1ccc(F)cc1 (centres undefined)	4	·
Cc1cc(NC(=O)CSc2nc3ccccc3c(=O)n2CCCC(=O)NCc2ccccc2)n[nH]1	6	·
Cc1cccn2c(=O)c3cc(C#N)c(=NC(=O)c4ccc5c(c4)OCO5)n(CC(C)C)c3nc12	·	3
C=CCNc1nc(N(c2ccccc2)c2ccccc2)nc(-n2ccnc2)n1	-7	-11
CCCC(=O)N(CCc1ccccc1)Cc1nc2ccccc2c(=O)[nH]1	-15	-17
CCOCCCNC(=O)C(c1ccc(C)cc1)N(Cc1ccc2c(c1)OCO2)C(=O)c1cnccn1 (centres undefined)	7	-2
CC(C)C(OC(=O)c1ccco1)C(=O)NCc1cccs1 (centres undefined)	10	-7
COc1ccc2nc(NC(=O)CNS(=O)(=O)c3cccs3)sc2c1	8	·
CCOC(=O)C(CC)Sc1nnc2n1C(C)(C)Cc1ccccc1-2 (centres undefined)	2	-66
COc1ccc(OC)c2c1C(=O)c1ccccc1C2=O	-37	·
COc1ccc(-c2csc(NC(CO)c3nc4ccccc4n3CCOCCO)n2)cc1 (centres undefined)	6	·
Cc1ccc2nc(NC(=O)Cn3cc4c(n3)CCCCC4)sc2c1	17	-2
CCOC(=O)Cc1csc(NC(=O)c2ccc(S(=O)(=O)N3CCCCC3)cc2)n1	-3	9
Cc1cccnc1NC1=NCC(C)S1 (centres undefined)	-207	-1
CCOC(=O)COc1nc(OC)nc(N2CCOCC2)n1	?	-22
Clc1ccc(/C=N/Nc2nnc(Cl)c3ccccc23)cc1	-3	·
COc1ccc(C2C=C(C)Nc3nc(SC)nn32)cc1 (centres undefined)	·	-20
O=c1c2ccccc2oc2nc(-c3ccco3)n(Cc3ccccc3)c(=O)c12	-6	6
CN1CCC(=NNC(=O)CSCc2ccccc2)CC1	40	·

(more compounds)
SMILES	RmlC RmlD mix	RT RNaseH block
O=C(NCC1COc2ccccc2O1)C1CCC(CNc2c(N3CCCCC3)c(=O)c2=O)CC1 (centres undefined)	1	6
Cc1ccc(S(=O)(=O)n2[nH]c(=O)cc2N)cc1	8	·
CN(C[C@H](Cc1ccccc1)N(C[C@H](Cc1cccc2ccccc12)N(CCc1ccccc1)N=O)N=O)N=O	9	·
O=C(CSc1nnc(-c2ccncc2)n1CC1CCCO1)NCc1ccccc1 (centres undefined)	-7	-3
O=C(CC1CCCC1)Nc1nnc(C2CC2)s1	-10	-3
O=C(c1cccc(S(=O)(=O)N2CCOCC2)c1)N1CCCC1	-4	-3
Cc1ccc(Cn2nc(C)c(NC(=O)c3cc(-c4ccco4)on3)c2C)cc1	·	-3
O=C(NCc1ccc2c(c1)OCO2)C1CCC(CNc2c(N3CCCC3)c(=O)c2=O)CC1 (centres undefined)	·	-2
Cc1ccc(Nc2nc3c(s2)CCC3)c(C)c1	-9	·
Cc1ccc(-n2nc(C)c3c2OC(N)=C(C#N)C3c2ccncc2)cc1 (centres undefined)	4	0
O=C(CSc1nc2ccc(Cl)cc2[nH]1)c1ccc2c(c1)OCO2	0	·
Cc1nnc(C)n1/N=C/c1ccc2c(c1)OCCO2	9	-12
CCOC(=O)C1CCN(S(=O)(=O)c2ccc3c(c2)CCCN3C(C)=O)CC1	0	-8
Cc1noc(N)c1C(=O)Nc1ccccc1F	-6	·
CC(C)CC(NC(=O)C(COC(C)(C)C)NC(=O)C(Cc1ccc(O)cc1)NC(=O)C(CO)NC(=O)C(Cc1c[nH]c2ccccc12)NC(=O)C(Cc1cnc[nH]1)NC(=O)C1CCC(=O)N1)C(=O)N[C@@H](CCCN=C(N)N)C(=O)N1CCCC1C(=O)NNC(N)=O (some centres undefined)	-9	·
O/N=C/c1c[nH]c2ccccc12	-1	8
Oc1ccc(Br)cc1-c1cc(-c2ccccc2)n[nH]1	-10	·
CCC(=O)NCc1c(Cl)cccc1-n1cccc1	-13	·
Cc1ccc(NC(=O)N(CCCN2CCOCC2)Cc2cccs2)cc1C	-5	·
O=C(COc1ccc(Cl)cc1)N1CCN(C(=O)c2cccc(F)c2)CC1	-22	-13
CCCC1C(C#N)=C(N)Oc2c1c(=O)oc1ccccc21 (centres undefined)	16	·
CCOc1ccccc1NC(=O)COn1nnc2ccc(Cl)cc21	-12	·
O=C(NCC1CCCO1)C1CCC(=O)N1CCc1ccccc1 (centres undefined)	-2	-14
COCOc1ccc(-c2cc(=O)c3c(OCOC)cc(OCOC)cc3o2)cc1	7	·
CCCN(CCO)Cc1ccc(Cl)c(Cl)c1	-12	-7

No new results follow: entries from further up.
SMILES	RmlC RmlD mix	RT RNaseH block
O=C(COc1ccc(Cl)cc1)N1CCN(C(=O)c2cccc(F)c2)CC1	-22	-13
CCCC1C(C#N)=C(N)Oc2c1c(=O)oc1ccccc21 (centres undefined)	16	·
CCOc1ccccc1NC(=O)COn1nnc2ccc(Cl)cc21	-12	·
O=C(NCC1CCCO1)C1CCC(=O)N1CCc1ccccc1 (centres undefined)	-2	-14
COCOc1ccc(-c2cc(=O)c3c(OCOC)cc(OCOC)cc3o2)cc1	7	·
CCCN(CCO)Cc1ccc(Cl)c(Cl)c1	-12	-7

Further compounds follow:
SMILES	RmlC RmlD mix	RT RNaseH block
N/C(=N\OS(=O)(=O)c1ccccc1)c1ccncc1	-8	·
Cc1cc(C(=O)Nc2ccccc2)oc1C	3	·
COC(=O)c1cc(S(=O)(=O)N2CCOCC2)c(Cl)cc1N1CCOCC1	-12	·
N#CC1=C(N)SC2(CCCCC2)SC1c1ccccc1 (centres undefined)	-3	59*
Nc1nnc(SCC(=O)N2CCN(c3cccc(Cl)c3)CC2)n1-c1ccccc1	-20	·
Cc1ccc(S(=O)(=O)n2c(CN3CCCC(C)C3)nc3ccccc32)cc1 (centres undefined)	-11	·
COc1ccc2[nH]c3c(N4CC(C)OC(C)C4)ncnc3c2c1 (centres undefined)	38	·
O=C(C1CCN(C2CC(=O)N(Cc3ccccc3)C2=O)CC1)N1CCCCCC1 (centres undefined)	-13	16
CCCNC(=O)CC1C(=O)N(Cc2ccccc2)C(C)c2nc3ccccc3n21 (centres undefined)	2	·
CCN(CC)C(=O)Cn1cnc2ccccc2c1=O	14	-5
CC(C)N1CCc2c(sc(NC(=O)c3ccc(S(=O)(=O)N4CCOCC4)cc3)c2C#N)C1	10	13
O=C(NC(=O)c1ccc(Cl)cc1)Nc1cc(N2CCCCC2)ncn1	·	75*
CCOC(=O)C1=C(C)N(CCCC(=O)O)C(=O)NC1c1ccccc1Cl (centres undefined)	2	·
O=C(Nc1nc(-c2ccccc2)ns1)c1cccs1	7	-2
CC(=O)N(Cc1cc2c(C)cc(C)cc2[nH]c1=O)C1CCCCC1	19	2
Cc1ccc(O)c(NC(=O)c2ccco2)c1	-11	-4
COC(=O)Oc1c(Br)c(=O)oc2ccccc12	30*	-20
COC(=O)C(NC(=O)C(C)Oc1ccccc1)C(C)C (centres undefined)	-6	0
COc1ccccc1CNC(=O)CN(C)CC(=O)Nc1cccc(F)c1	-24	-14
Nc1cccc(NC(=O)c2cccs2)c1	3	-11
O=C1CC(=O)N(c2ccc(Cl)cc2Cl)C(=O)N1	-10	-7
Cc1ccc(-n2nc3c(c2NC(=O)c2ccc4c(c2)OCO4)CSC3)c(C)c1	15	23
CN(C)C(=O)c1ccccc1Sc1ccc(Cl)cc1Cl	5	·
O=C(OCC(=O)N1CCN(C(=O)c2ccco2)CC1)c1cc(-c2ccc(F)cc2)nc2ccccc12	37	16
CC(C)C(NC(=O)c1ccc(Cl)cc1)C(=O)NC1=NCCS1 (centres undefined)	6	-1

Next section
SMILES	RmlC RmlD mix	RT RNaseH block
COc1ccccc1C1C=C(c2ccc(Cl)cc2)Nc2nc(N3C(=O)CCC3=O)nn21 (centres undefined)	19	-6
CCC(C)C(NC(=O)C(N)CC(C)C)C(=O)NC(CCC(=O)OCc1ccccc1)C(N)=O (centres undefined)	-7	·
Cn1c(CN2CCCCC2)nc2cc(NC(=O)c3ccc(Cl)cc3)ccc21	7	·
COc1ccccc1OC(=O)c1ccc2nsnc2c1	10	-7
Cc1nnc(NCCc2ccccc2)n(N)c1=O	17	2
CCOC(=O)c1c(C)[nH]c(C)c1C(=O)CSc1nc(N)cc(N)n1	·	-4
COc1cccc(NC(=S)NNC(=O)c2c([N+](=O)[O-])c(C)nn2C)c1	-13	·
Cc1c(N/C=C/C(=O)c2cccs2)c(=O)n(-c2ccccc2)n1C	1	4
O=C(Cn1cnc2c(nnn2-c2ccccc2)c1=O)NCCc1ccccc1	8	-10
COC(=O)Cn1c(CCS(=O)(=O)c2ccc(C)cc2)nc2ccccc21	-19	-6
CSc1ccc(S(=O)(=O)NC2CCCCCC2)cc1	6	-9
CCOC(=O)C(=CNc1cccc(C)c1C)C(=O)OCC	8	·
Cc1ccc(-n2ncc3c(NCc4ccc5c(c4)OCO5)ncnc32)c(C)c1	-7	2
O=S(=O)(NCC(c1cccnc1)N1CCN(c2ccc(F)cc2)CC1)c1cc(F)ccc1F (centres undefined)	5	-13
COCc1c(C(=O)OC)nnn1-c1ccccc1	-6	·
O=C1CN=C(c2ccccc2F)c2cc(Cl)ccc2N1	10	·
Cc1ccc(NC(=O)c2cc(-c3cccc(O)c3)on2)cc1C	0	1
COC(=O)Cc1cc(=O)n2[nH]cnc2n1	-10	·
CC1CCN(C(=O)C(Cc2ccccc2)NS(=O)(=O)c2ccc3c(c2)oc(=O)n3C)CC1 (centres undefined)	-6	-9
CCc1nnc(NC(=O)c2ccc(-c3cccc(C(F)(F)F)c3)o2)s1	10	33
Cn1cnnc1SCC(=O)Nc1ccc(Br)cc1F	7	·
O=c1[nH]c2ccccc2cc1-c1noc(-c2cccnc2)n1	20	-23
Cc1nc(C)c(C(=O)C2=C(O)C(=O)N(CCCN(C)C)C2c2ccco2)s1 (centres undefined)	·	-6
CC1(C)N([O-])C(c2ccccc2)=C[N+](=O)C1(C)C	9	2
O=C(CCc1nc2ccccc2c(=O)[nH]1)OCc1nnc(-c2ccccc2)o1	4	3

In the list so far, these contain a nitro group on carbon:
SMILES	RmlC RmlD mix	RT RNaseH block
COc1ccc(C2=NN(C(=O)c3cccc([N+](=O)[O-])c3)C(c3cccc([N+](=O)[O-])c3)C2)cc1 (centres undefined)	6	·
COc1cccc(NC(=S)NNC(=O)c2c([N+](=O)[O-])c(C)nn2C)c1	-13	·

Some values from the entries so far:
Entry of O=C(NC(=O)c1ccc(Cl)cc1)Nc1cc(N2CCCCC2)ncn1 in RT RNaseH block: 75*
Entry of Cn1cnnc1SCC(=O)Nc1ccc(Br)cc1F in RmlC RmlD mix: 7
Entry of CCOC(=O)C1CCN(S(=O)(=O)c2ccc3c(c2)CCCN3C(C)=O)CC1 in RmlC RmlD mix: 0
Entry of Cc1ccc(Nc2nc3c(s2)CCC3)c(C)c1 in RmlC RmlD mix: -9

The list goes on:
SMILES	RmlC RmlD mix	RT RNaseH block
COc1cc(OC)c(NC(=O)Cn2cccc2)cc1Cl	6	-13
Cc1ccc(CS(=O)(=O)Cc2ccc(C(=O)N3CCC4(CC3)OCCO4)o2)cc1	-10	-15
Nn1c(SCC(=O)Nc2ccc(F)c(F)c2)nnc1C1CCCCC1	9	-11
COc1cc2c(cc1OC)C1(NCC2)C(=O)Nc2ccccc21 (centres undefined)	-2	-16
Cc1ccc(S(=O)(=O)NCc2nc3ccccc3[nH]2)cc1	-12	-5
COCCOC(=O)C1=C(C)NC2=C(C(=O)CC(C)(C)C2)C1c1cc2c(cc1Br)OCO2 (centres undefined)	-15	3
CCOC(=O)/C(C#N)=C\c1ccc2c(c1)OCO2	-4	·
Cc1sc2ncnc(NCCCO)c2c1C	-7	-7
CCOc1ccc(C(=S)N2CCOCC2)cc1OC	-10	·
Clc1ccc(-c2ccc(SCc3ccccn3)nn2)cc1	-14	·
O=C(O)C1CCCCC1C(=O)Nc1cccc(Cl)c1Cl (centres undefined)	-9	·
CCN1CCN(S(=O)(=O)c2ccc3ccccc3c2)CC1	-6	·
O=C1CC(C(F)(F)C(F)(F)C(F)(F)F)=Nc2ccccc2N1	2	·
Cc1ccc(-n2nc(C)c3c(C)c(CCC(=O)NCc4ccco4)c(C)nc32)cc1	·	-2
Cc1csc(NC(=O)CSc2nnc(CCNC(=O)c3ccc(Cl)c(Cl)c3)n2C)n1	10	·
O=C(N1CCOCC1)N1CCN(S(=O)(=O)N2CCOCC2)CC1	-5	1
CSc1nc(C)nc2c1c(=O)n(C)c(=O)n2C	10	48
COCC(=O)N1CCCc2ccccc21	7	-4
CCCC(=O)Nc1ccc(NC(=O)c2ccco2)cn1	-1	2
COc1cccc(/C(O)=C2/C(=O)C(=O)N(CCN3CCOCC3)C2c2cccnc2)c1 (centres undefined)	·	-1
CCOc1ccc(C2CC(c3ccc(OC)cc3)n3ncnc3N2)cc1 (centres undefined)	5	-3
Cn1c(C(=O)N2CCN(c3nc4ccccc4s3)CC2)cc2sccc21	4	-8
CC(C)n1c2ccccc2c2nc3ccccc3nc21	0	-39
CCN1C(=O)C(NC(C)=O)c2cc(OC)ccc21 (centres undefined)	8	2
CCOc1ccc(NC(=O)CN2CCN(S(=O)(=O)c3ccc(Cl)cc3)CC2)cc1	-16	-7
O=C1N/C(=N/NC(=O)c2cccc3ccccc23)S/C1=C\c1ccccc1OCc1ccccc1	5	·
CCOC(=O)c1[nH]cnc1C(=O)O	-4	-44
CC1CN(S(=O)(=O)c2cccc(C(=O)OCc3cc(=O)oc4cc(O)ccc34)c2)CC(C)O1 (centres undefined)	82*	-11

Looked up by structure from the list above (2):
SMILES	RmlC RmlD mix	RT RNaseH block
O=C(O)C1CCCCC1C(=O)Nc1cccc(Cl)c1Cl (centres undefined)	-9	·
CCOc1ccc(NC(=O)CN2CCN(S(=O)(=O)c3ccc(Cl)cc3)CC2)cc1	-16	-7
